MazEF act: MazEF (E. coli) toxin RNase activation; P0AE70; 350,000 compounds, 0.32% hits; AID 504720; activation, % at 20 µM; FAM/BHQ RNA-DNA oligo cleavage fluorescence, 5 h; in the data active = activation above about 50%
TcdB inh: inhibitors of Clostridioides difficile toxin B glycohydrolase; TcdB glycohydrolase enzymatic assay, plate reader; inhibition, % at 9.99 µM; 350,000 compounds, 0.24% hits; P18177; in the data active = inhibition above about 10%
Yp Topo-I inh: inhibitors of Yersinia pestis topoisomerase I | Y. pestis Topo-I cleavage product accumulation, plate reader | 360,000 compounds, 0.064% hits | AID 504884 | activity, % at 10 µM; in the data active = activity above about 50%, passing the limit was not always enough; inconclusive = no clear call, values can overlap the other calls; also: inactives centre near 2
Rv3671c protease: Rv3671c (M. tuberculosis) protease inhibition; 320,000 compounds, 0.048% hits; inhibition, % at 5.96 µM; AID 2606; P9WHR9; in the data active = inhibition above about 38%;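 also: extracellular domain of Rv3671c used as enzyme; 0% = enzyme with DMSO and 100% = no enzyme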
PfHsp40 rescue: rescue of PfHsp40-mediated yeast toxicity | 340,000 compounds, 0.68% hits | S. cerevisiae expressing PfHsp40, growth rescue, ATP luminescence | AID 504582 | growth rescue, % at 12.5 µM; in the data active = growth rescue above about 28%, passing the limit was not always enough; inconclusive = no clear call, values can overlap the other calls;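 also: yeast W303a lacking pdr1 and pdr3 grown in galactose medium; growth measured after three days at 30 °C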
PriA SSB inh: inhibitors of Klebsiella pneumoniae PriA binding to SSB C-terminal tail | AlphaScreen SSBct-PriA binding, biotinylated peptide | inhibition, % at 33 µM | 430,000 compounds, 0.6% hits | AID 1272365; in the data active = inhibition mostly above about 37%, no sharp cut-off; inactive = mostly below about 20%;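 also: plate controls were negative control peptide for no effect and reference peptide for full effect; strong numbers were not always called active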
VHR inh abs: blocks human VHR1 dual specificity phosphatase | P51452 | recombinant VHR phosphatase, pNPP absorbance | inhibition, % at 13.3 µM | 290,000 compounds, 0.52% hits | AID 1654; in the data active = inhibition above about 50%; also: some compounds called inactive have numbers as strong as hits
Target sequence (P51452 whole entry, looked up): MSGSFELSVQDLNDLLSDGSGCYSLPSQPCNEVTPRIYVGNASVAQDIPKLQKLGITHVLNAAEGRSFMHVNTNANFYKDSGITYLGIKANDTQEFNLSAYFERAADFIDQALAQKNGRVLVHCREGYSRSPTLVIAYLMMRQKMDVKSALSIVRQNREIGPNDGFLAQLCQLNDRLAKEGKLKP
Anthrax LF prot: blocks Bacillus anthracis lethal factor protease. multiplex microsphere protease cleavage assay, LF. inhibition, % at 10 µM. 360,000 compounds, 0.12% hits; in the data active = inhibition above about 30%; inconclusive = no clear call, values can overlap the other calls; also: plate controls were buffer without enzyme for full effect and enzyme alone for no effect
Target sequence (P15917 whole entry, looked up): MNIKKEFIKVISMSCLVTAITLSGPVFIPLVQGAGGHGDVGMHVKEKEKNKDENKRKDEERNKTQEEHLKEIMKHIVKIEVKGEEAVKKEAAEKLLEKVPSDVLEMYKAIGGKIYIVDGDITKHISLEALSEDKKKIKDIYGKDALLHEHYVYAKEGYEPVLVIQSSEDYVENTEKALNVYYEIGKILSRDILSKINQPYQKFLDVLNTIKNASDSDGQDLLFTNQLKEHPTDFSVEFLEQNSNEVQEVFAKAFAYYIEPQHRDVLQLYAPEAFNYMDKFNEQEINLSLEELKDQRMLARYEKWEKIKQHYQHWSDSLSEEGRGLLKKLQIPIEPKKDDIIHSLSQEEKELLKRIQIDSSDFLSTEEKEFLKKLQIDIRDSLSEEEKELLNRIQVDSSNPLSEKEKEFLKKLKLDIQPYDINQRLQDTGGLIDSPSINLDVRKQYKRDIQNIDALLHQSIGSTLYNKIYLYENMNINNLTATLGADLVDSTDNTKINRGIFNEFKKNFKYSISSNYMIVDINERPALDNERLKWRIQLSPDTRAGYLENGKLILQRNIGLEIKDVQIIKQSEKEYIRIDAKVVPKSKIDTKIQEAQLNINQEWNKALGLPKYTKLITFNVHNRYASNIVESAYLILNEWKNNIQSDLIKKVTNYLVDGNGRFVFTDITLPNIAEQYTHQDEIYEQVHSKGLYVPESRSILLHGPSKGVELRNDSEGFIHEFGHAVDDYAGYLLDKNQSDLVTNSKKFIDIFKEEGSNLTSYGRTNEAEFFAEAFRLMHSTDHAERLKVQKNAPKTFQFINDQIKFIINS
3CLpro inhibitor: SARS-CoV 3CLpro protease inhibition; inhibition, % at 6 µM; P0C6X7; AID 1706; 290,000 compounds, 0.14% hits; recombinant SARS-CoV 3CLpro, quenched FRET peptide cleavage; in the data active = inhibition above about 12%
BH1578 lux ind: induces V. cholerae light production without autoinducers | V. cholerae BH1578 lux reporter, luminescence, 6 h | 350,000 compounds, 0.16% hits | activation, % at 18.7 µM | AID 588436; in the data active = activation mostly above about 9.7%, no sharp cut-off; inconclusive = no clear call, values can overlap the other calls; inactive = mostly below about 3.7%; also: not every result past the cut was called active; inactives centre near 0; reference of the scale not given here
Active calls of the source: *. This is a subset (hit frequency here may not be typical).

For Cc1onc(-c2c(Cl)cccc2Cl)c1/C(N)=N/OC(=O)C1CC1 the results were MazEF act -6, TcdB inh 1.6, Yp Topo-I inh -1, Rv3671c protease -1, PfHsp40 rescue -2.3, VHR inh abs 45, Anthrax LF prot -30, 3CLpro inhibitor 0 and BH1578 lux ind inactive.
CN(C)S(=O)(=O)N1C(=O)c2ccccc2C1=O was read as MazEF act -9, TcdB inh -3.5, Yp Topo-I inh -5, Rv3671c protease 0, PfHsp40 rescue 0.3, PriA SSB inh -5, VHR inh abs 31, Anthrax LF prot 1, 3CLpro inhibitor -4 and BH1578 lux ind -10.
For Cc1sc(NC(=O)Cn2[nH]c(=O)c3ccccc3c2=O)nc1-c1ccccc1 the results were MazEF act -4, Yp Topo-I inh 40, Rv3671c protease -42, PfHsp40 rescue -1.1, PriA SSB inh 5, VHR inh abs 5, Anthrax LF prot 2, 3CLpro inhibitor -2 and BH1578 lux ind -0.3.
`COc1nc2ccccc2nc1CCC(=O)O` gave MazEF act -2, TcdB inh 0.4, Yp Topo-I inh -11, Rv3671c protease -2, PfHsp40 rescue 2.1, PriA SSB inh -9, VHR inh abs 13, Anthrax LF prot 15, 3CLpro inhibitor 1 and BH1578 lux ind inactive.
`N#Cc1nc(-c2ccco2)oc1N1CCN(c2ccccc2)CC1` gave MazEF act -1, Yp Topo-I inh 2, Rv3671c protease 4, PfHsp40 rescue 1.0, PriA SSB inh 38*, VHR inh abs 5, Anthrax LF prot -2, 3CLpro inhibitor 3 and BH1578 lux ind inactive.
Screening CC1(C)CC(=O)C=C(c2ccc(Oc3ccccc3)cc2)C1=O returned MazEF act -10, TcdB inh -1.4, Yp Topo-I inh inconclusive, Anthrax LF prot 4 and BH1578 lux ind inactive.
`c1cc2ccc3ccc(-n4cnnn4)c4ccc(c1)c2c34` gave MazEF act 17, Yp Topo-I inh 2, Rv3671c protease -26, PfHsp40 rescue -0.1, PriA SSB inh -12, VHR inh abs 24, Anthrax LF prot -1 and 3CLpro inhibitor -1.
O=C1Cn2c(nc3ccccc32)N1c1ccccc1F was read as MazEF act -5, Yp Topo-I inh 2, Rv3671c protease -6, PfHsp40 rescue 2.2, PriA SSB inh 3, VHR inh abs -15, Anthrax LF prot -4, 3CLpro inhibitor -2 and BH1578 lux ind inactive.
Cn1c(=O)c2c(-c3ccccc3)n(CCCN3CCOCC3)cc2n(C)c1=O was read as MazEF act -1, Yp Topo-I inh 2, Rv3671c protease 4, PfHsp40 rescue -0.5, PriA SSB inh -24, VHR inh abs 14, Anthrax LF prot 4, 3CLpro inhibitor 1 and BH1578 lux ind 0.7.
`N/C(=N\OC(=O)CCCOc1ccc(Cl)cc1Cl)c1ccncc1` gave MazEF act 3, TcdB inh 0.7, Yp Topo-I inh 16, Rv3671c protease 2, PfHsp40 rescue 170*, VHR inh abs 18, Anthrax LF prot -4, 3CLpro inhibitor 5 and BH1578 lux ind 5.0.
For CCOC(=O)c1cccc(Nc2ncnc3ccc(C)cc23)c1 the results were MazEF act 5, Yp Topo-I inh 0, Rv3671c protease -6, PfHsp40 rescue -0.2, PriA SSB inh 2, VHR inh abs 32, Anthrax LF prot -4, 3CLpro inhibitor 1 and BH1578 lux ind -0.8.
`Cc1ccc(Nc2c(-c3ccc(N(C)C)cc3)nc3ncccn23)cc1` gave MazEF act 8, TcdB inh -0.2, Yp Topo-I inh 12, Rv3671c protease 1, PfHsp40 rescue -1.3, PriA SSB inh 0, VHR inh abs -13, Anthrax LF prot -1, 3CLpro inhibitor 2 and BH1578 lux ind -0.3.
For COc1ccc(OC2(C)CCN(Cc3ccc(-c4ccccc4)o3)C2)cc1 (stereo unspecified) the results were TcdB inh 0.9, Yp Topo-I inh 23, Anthrax LF prot -5 and BH1578 lux ind -0.1.
For CCN(CC)S(=O)(=O)c1ccc(N2CCOCC2)c(NC(=O)c2cc(-c3ccccn3)nc3ccccc23)c1 the results were MazEF act -13, TcdB inh 1.5, Yp Topo-I inh 1, PfHsp40 rescue -0.6, PriA SSB inh 3, VHR inh abs 6, Anthrax LF prot -5, 3CLpro inhibitor 1 and BH1578 lux ind -0.3.
`COc1ccccc1OCCn1cc(C(=O)c2ccco2)c2ccccc21` gave MazEF act -1, Yp Topo-I inh 26, Rv3671c protease -7, PfHsp40 rescue 9.8, PriA SSB inh 1, VHR inh abs 6, Anthrax LF prot -11, 3CLpro inhibitor 3 and BH1578 lux ind -0.6.
Screening Cn1cc(Cc2ccc(C(=O)NCc3ccccc3)cn2)c2ccccc21 returned TcdB inh 0.7, Yp Topo-I inh -4, Anthrax LF prot -9 and BH1578 lux ind 1.0.
`CCOC(=O)C1C(c2ccccc2O)NC(=O)NC1(O)C(F)(F)F` (stereo unspecified) gave MazEF act 6, TcdB inh 1.2, Yp Topo-I inh 9, Rv3671c protease 6, PfHsp40 rescue 0.6, PriA SSB inh -3, VHR inh abs 10, Anthrax LF prot -5, 3CLpro inhibitor 3 and BH1578 lux ind -4.0.
`CSc1nnc(NC(=O)c2nc(S(=O)(=O)Cc3ccccc3)ncc2Cl)s1` gave MazEF act 10, TcdB inh -0.1, Yp Topo-I inh 5, Rv3671c protease 6, PfHsp40 rescue -0.9, PriA SSB inh -9, VHR inh abs -9, Anthrax LF prot -5, 3CLpro inhibitor -3 and BH1578 lux ind inactive.
`CC(C#Cc1c([C@@H](C)Oc2ccccc2)nnn1Cc1ccccc1)Oc1ccccc1` (stereo partly specified) gave MazEF act -7, TcdB inh 2.2, Yp Topo-I inh 48, Rv3671c protease -4, PfHsp40 rescue 2.0, PriA SSB inh -42, VHR inh abs 15, Anthrax LF prot -2 and BH1578 lux ind -9.1.
For NC(=S)N=Nc1c(O)n(Cc2ccc(Br)cc2)c2ccccc12 the results were MazEF act 16, Yp Topo-I inh -11, Rv3671c protease 6, PfHsp40 rescue -0.7, PriA SSB inh -7, VHR inh abs 30, Anthrax LF prot 0, 3CLpro inhibitor 2 and BH1578 lux ind -0.4.
Screening CSc1ccc(/C=C2\NC(=O)NC2=O)cc1 returned MazEF act 9, TcdB inh -0.1, Yp Topo-I inh 2, Rv3671c protease 11, PriA SSB inh -19, Anthrax LF prot 12 and BH1578 lux ind inactive.
`COc1ccc(CCN=C(NS(=O)(=O)c2ccccc2)c2ccccc2)cc1OC` gave MazEF act 6, TcdB inh 1.2, Yp Topo-I inh -10, Rv3671c protease -6, PfHsp40 rescue -2.0, PriA SSB inh -2, VHR inh abs 22, Anthrax LF prot -1, 3CLpro inhibitor -2 and BH1578 lux ind -0.3.
Screening CSC1=NCCN1C(=O)c1cccc(Br)c1 returned MazEF act 1, Yp Topo-I inh 1, Rv3671c protease 2, PfHsp40 rescue -0.9, PriA SSB inh -28, VHR inh abs 18, Anthrax LF prot -6, 3CLpro inhibitor 1 and BH1578 lux ind 6.2.
Screening CCc1nc2nc(C)c(NS(=O)(=O)c3ccc(Br)s3)c(=O)n2[nH]1 returned MazEF act -3, TcdB inh -0.3, Yp Topo-I inh -2, Rv3671c protease -10, PfHsp40 rescue 0.4, PriA SSB inh 7, VHR inh abs -10, Anthrax LF prot 2, 3CLpro inhibitor 0 and BH1578 lux ind -0.4.
`Cc1ccc(C(=O)CS(C)(=O)=O)cc1` gave MazEF act 5, Yp Topo-I inh -7, Rv3671c protease 7, PfHsp40 rescue 0.8, PriA SSB inh -19, VHR inh abs 15, Anthrax LF prot -6, 3CLpro inhibitor 3 and BH1578 lux ind 1.0.
Screening CCOC(=O)c1cccc(C2=C(CNC(=O)c3ccc([N+](=O)[O-])cc3)[C@H]3CC[C@@H](C2)N3Cc2ccccc2)c1 returned MazEF act -2, TcdB inh 1.3, Yp Topo-I inh -5, Anthrax LF prot -7 and BH1578 lux ind inactive.
For COc1ccc(-c2[nH]ncc2CN2CCSCC2)c(OC)c1 the results were MazEF act -7, TcdB inh 1.9, Yp Topo-I inh 5, Rv3671c protease 6, PfHsp40 rescue -0.4, PriA SSB inh -17, VHR inh abs 25, Anthrax LF prot -3, 3CLpro inhibitor 0 and BH1578 lux ind 1.5.
Cn1ncc([N+](=O)[O-])c1C(=O)Nc1nccs1 was read as MazEF act 1, Yp Topo-I inh 4, Rv3671c protease 0, PfHsp40 rescue -0.3, PriA SSB inh 1, VHR inh abs -4, Anthrax LF prot 0, 3CLpro inhibitor 0 and BH1578 lux ind -0.4.
Screening Cc1csc(NC(=O)C(C)N2C(=O)c3ccccc3S2(=O)=O)n1 (stereo unspecified) returned MazEF act 8, TcdB inh 1.0, Yp Topo-I inh -4, Rv3671c protease 0, PfHsp40 rescue -0.7, PriA SSB inh -1, VHR inh abs -4, Anthrax LF prot 4, 3CLpro inhibitor -3 and BH1578 lux ind -0.3.
CC(C)NC(=O)CN(Cc1ccc(F)cc1)C(=O)CCC(=O)Nc1nccs1 was read as MazEF act 6, TcdB inh 0.7, Yp Topo-I inh 0, Rv3671c protease 3, PfHsp40 rescue 0.4, PriA SSB inh -3, VHR inh abs 31, Anthrax LF prot 7, 3CLpro inhibitor 3 and BH1578 lux ind inactive.
For COc1ccc(-c2nc(SC)n(C)c(=O)c2C#N)cc1OC the results were MazEF act 8, Yp Topo-I inh -9, Rv3671c protease 0, PfHsp40 rescue 1.1, PriA SSB inh -15, VHR inh abs -4, Anthrax LF prot -4, 3CLpro inhibitor -2 and BH1578 lux ind inactive.
COc1ccc([C@@H]2[C@@H]3C(=O)N(C(C)(C)C)C(=O)[C@@H]3[C@]3(Cc4ccccc4)C(=O)N(c4cccc(Cl)c4)C(=O)N23)cc1 was read as MazEF act 2, TcdB inh -2.8, Yp Topo-I inh 4, Rv3671c protease -11, PfHsp40 rescue 24, PriA SSB inh 4, Anthrax LF prot -5 and BH1578 lux ind inactive.
Screening Cc1csc(=O)n1CCC(=O)OCC(=O)N(CC(C)C)c1c(N)n(Cc2ccccc2)c(=O)[nH]c1=O returned MazEF act -19, TcdB inh 2.4, Yp Topo-I inh 7, Rv3671c protease 2, PfHsp40 rescue -0.5, PriA SSB inh -6, VHR inh abs 2, Anthrax LF prot -6, 3CLpro inhibitor 0 and BH1578 lux ind inactive.
For COc1ccc(S(=O)(=O)N2CCCOC2CNC(=O)C(=O)NCc2ccco2)cc1C (stereo unspecified) the results were MazEF act 8, TcdB inh 0.4, Yp Topo-I inh 0, Rv3671c protease -2, PfHsp40 rescue -1.4, PriA SSB inh -4, VHR inh abs 10, Anthrax LF prot 2, 3CLpro inhibitor 1 and BH1578 lux ind -0.3.
`CCOC(=O)C1CCCN(C(=O)c2cccc(S(=O)(=O)N(C)c3c(C)n(C)n(-c4ccccc4)c3=O)c2)C1` (stereo unspecified) gave MazEF act -1, TcdB inh 0.5, Yp Topo-I inh -1, Rv3671c protease -8, PfHsp40 rescue 0.4, PriA SSB inh -4, VHR inh abs -3, Anthrax LF prot 0, 3CLpro inhibitor 1 and BH1578 lux ind inactive.

Three structures from above, ordered by SMILES length, low to high.
CN(C)S(=O)(=O)N1C(=O)c2ccccc2C1=O was read as MazEF act -9, TcdB inh -3.5, Yp Topo-I inh -5, Rv3671c protease 0, PfHsp40 rescue 0.3, PriA SSB inh -5, VHR inh abs 31, Anthrax LF prot 1, 3CLpro inhibitor -4 and BH1578 lux ind -10.
`N#Cc1nc(-c2ccco2)oc1N1CCN(c2ccccc2)CC1` gave MazEF act -1, Yp Topo-I inh 2, Rv3671c protease 4, PfHsp40 rescue 1.0, PriA SSB inh 38*, VHR inh abs 5, Anthrax LF prot -2, 3CLpro inhibitor 3 and BH1578 lux ind inactive.
`CCOC(=O)C1C(c2ccccc2O)NC(=O)NC1(O)C(F)(F)F` (stereo unspecified) gave MazEF act 6, TcdB inh 1.2, Yp Topo-I inh 9, Rv3671c protease 6, PfHsp40 rescue 0.6, PriA SSB inh -3, VHR inh abs 10, Anthrax LF prot -5, 3CLpro inhibitor 3 and BH1578 lux ind -4.0.

High-throughput results: PubChem, several laboratories
